CCR6 antag: blocks CCL20-driven beta-arrestin recruitment at human CCR6; inhibition, % at 20 µM; P51684; 340,000 tested, 0.49% active; CHO-K1 CCR6 PathHunter beta-arrestin, luminescence, CCL20-stimulated;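 active = compounds whose inhibition of the agonist-driven luminescence signal at 20 µM reaches about 50%, limit read from the data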;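 note: cells stimulated with CCL20 at 14 nM final; plate controls were DMSO with CCL20 for no effect and DMSO without agonist for full effect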
Target sequence (P51684 whole entry, looked up): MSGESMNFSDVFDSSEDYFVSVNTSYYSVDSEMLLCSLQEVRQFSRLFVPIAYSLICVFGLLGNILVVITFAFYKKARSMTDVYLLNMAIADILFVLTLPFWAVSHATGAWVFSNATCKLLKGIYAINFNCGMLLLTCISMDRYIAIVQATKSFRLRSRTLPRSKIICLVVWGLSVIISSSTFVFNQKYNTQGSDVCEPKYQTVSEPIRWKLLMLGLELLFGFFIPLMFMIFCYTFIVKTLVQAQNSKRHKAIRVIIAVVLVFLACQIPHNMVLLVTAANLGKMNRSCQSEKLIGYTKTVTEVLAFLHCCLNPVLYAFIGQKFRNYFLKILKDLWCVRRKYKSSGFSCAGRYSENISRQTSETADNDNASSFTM
UBC13 polyUb: human UBC13 polyubiquitination inhibition; P61088; UBC13 polyubiquitin chain formation, TR-FRET; inhibition, % at 20 µM; 330,000 tested, 0.47% active; in the data active = inhibition above about 45%, passing the limit was not always enough
Target sequence (P61088 whole entry, looked up): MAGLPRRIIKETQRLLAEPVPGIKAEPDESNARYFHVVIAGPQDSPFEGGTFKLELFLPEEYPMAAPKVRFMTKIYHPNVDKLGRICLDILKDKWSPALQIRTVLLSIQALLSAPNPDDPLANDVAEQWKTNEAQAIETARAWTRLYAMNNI
CXCR6 block: inhibitors of human CXCR6 receptor; O00574; CHO-K1 PathHunter CXCR6 beta-arrestin, luminescence; inhibition, % at 20 µM; 360,000 tested, 0.36% active; AID 602244; in the data active = inhibition above about 34%, passing the limit was not always enough;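 note: antagonist mode with CXCL16 agonist at 10 nM final; 0% = 10 nM CXCL16 with DMSO and 100% = unstimulated wells without agonist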
Target sequence (O00574 whole entry, looked up): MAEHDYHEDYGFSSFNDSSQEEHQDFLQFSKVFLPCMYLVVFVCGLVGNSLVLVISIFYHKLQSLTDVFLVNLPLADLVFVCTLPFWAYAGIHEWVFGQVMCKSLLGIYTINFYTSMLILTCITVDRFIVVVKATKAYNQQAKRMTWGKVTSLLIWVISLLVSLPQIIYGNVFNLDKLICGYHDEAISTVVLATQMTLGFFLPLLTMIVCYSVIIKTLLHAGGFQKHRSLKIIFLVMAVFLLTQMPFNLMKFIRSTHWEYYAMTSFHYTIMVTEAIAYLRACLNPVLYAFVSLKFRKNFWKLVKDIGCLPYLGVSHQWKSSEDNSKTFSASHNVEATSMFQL
Gli-Sufu block: antagonists of Gli-Sufu signaling; 340,000 tested, 0.74% active; inhibition, % at 5 µM; AID 588413; Sufu-KO-LIGHT fibroblasts, Gli luciferase reporter luminescence;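 active = inhibition above about 55%, limit read from the data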;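 note: 0% = DMSO-treated cells and 100% = wells with medium but no cells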
APJ antag: antagonists of human APJ apelin receptor. P35414. AID 2521. CHO-K1 APJ beta-arrestin complementation, luminescence. inhibition, % at 20 µM. 330,000 tested, 0.32% active;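 active = inhibition above about 40% at 20 µM, limit read from the data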;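 note: cells challenged with 10 nM apelin-13 agonist together with compound; plate controls were apelin-13 plus DMSO wells for no effect and DMSO wells lacking apelin-13 for full effect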
697 NFkB inh: lowers PMA/ionomycin-induced NF-kB signal in 697 B cells | inhibition, % at 4 µM | 697 B-cell NF-kB luciferase reporter, 16 h | AID 435022 | 330,000 tested, 0.33% active; in the data active = inhibition above about 35%
Jurkat NFkB inh: lowers PMA/ionomycin-induced NF-kB signal in Jurkat cells; PMA/ionomycin-induced NF-kB luciferase reporter, luminescence; inhibition, % at 4 µM; 330,000 tested, 0.53% active; AID 435003; in the data active = inhibition above about 50%
EBI2 antag: blocks human EBI2 receptor beta-arrestin signaling; 360,000 tested, 0.81% active; EBI2 beta-arrestin recruitment, luminescence, 7a,25-OHC stimulated; AID 651636; inhibition, % at 5 µM; in the data active = inhibition above about 38%;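 note: enzyme fragment complementation signal reports receptor beta-arrestin coupling in cells; 0% = agonist plus DMSO wells and 100% = wells without agonist; some results beyond the cut were filed as inactive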
The depositor's hits bear a star; . = no result given.

The opening 5 records (preview)
SMILES	CCR6 antag	UBC13 polyUb	CXCR6 block	Gli-Sufu block	APJ antag	697 NFkB inh	Jurkat NFkB inh	EBI2 antag
Cn1nc(N)c2c(-c3ccc(Cl)cc3)c(C#N)c(N)nc21	14	72*	8	10	8	12	8	3
CC(C)n1cc(CN2CCCC(C(=O)Nc3cccc(-c4cc5ccccc5[nH]4)c3)C2)cn1 (stereo unspecified)	14	32	-16	15	-10	21	8	5
CCOC(=O)Cc1csc(NC(=O)Cc2ccccc2[N+](=O)[O-])n1	9	-2	-1	-15	-15	9	-11	-2
Clc1nc(-c2ccccc2)cc(-c2ccccc2)n1	-18	6	-15	-8	-1	-11	-9	-36
O=C(O)c1ccc(Cl)c(S(=O)(=O)N2CCC(Cc3ccccc3)CC2)c1	-6	3	-3	-10	19	5	12	8

Results (from the top)
SMILES	CCR6 antag	UBC13 polyUb	CXCR6 block	Gli-Sufu block	APJ antag	697 NFkB inh	Jurkat NFkB inh	EBI2 antag
Cn1nc(N)c2c(-c3ccc(Cl)cc3)c(C#N)c(N)nc21	14	72*	8	10	8	12	8	3
CC(C)n1cc(CN2CCCC(C(=O)Nc3cccc(-c4cc5ccccc5[nH]4)c3)C2)cn1 (stereo unspecified)	14	32	-16	15	-10	21	8	5
CCOC(=O)Cc1csc(NC(=O)Cc2ccccc2[N+](=O)[O-])n1	9	-2	-1	-15	-15	9	-11	-2
Clc1nc(-c2ccccc2)cc(-c2ccccc2)n1	-18	6	-15	-8	-1	-11	-9	-36
O=C(O)c1ccc(Cl)c(S(=O)(=O)N2CCC(Cc3ccccc3)CC2)c1	-6	3	-3	-10	19	5	12	8
CC(CNS(=O)(=O)c1ccccc1)(c1ccccc1)N1CCOCC1 (stereo unspecified)	-1	4	-11	1	-2	6	4	2
O=C1Nc2cc(Cl)ccc2Nc2cscc21	6	-12	-2	-7	0	20	7	-19
COc1ccc(-c2cc(-c3ccccc3)nc3ncnn23)cc1	3	27	-1	2	3	10	7	5
CCCCN1C(=O)Nc2ccccc2S1=O (stereo unspecified)	-6	-12	-2	-2	5	-13	-1	-10
Cc1ccnc(NC(=O)Cn2ccc([N+](=O)[O-])n2)c1	4	-7	-7	2	-5	-28	10	-10
O=C(NCC1CCCO1)c1ccc2c(=O)n(Cc3ccc(Cl)cc3)c(=S)[nH]c2c1 (stereo unspecified)	5	12	5	-1	11	-8	1	13
O=C(Cc1ccc(F)cc1)N1CCN(c2ccc(F)cc2)CC1	6	-8	8	4	7	12	3	-10
CC(OC(=O)CN1C(=O)c2ccccc2C1=O)C(=O)NCc1ccccc1 (stereo unspecified)	-7	0	4	-1	17	10	-20	-3
Cc1ccc(C)c(S(=O)(=O)N2CCC3(CC2)OCCN3S(=O)(=O)c2cccs2)c1	16	-6	7	3	18	7	2	12
CCNC(=O)CN(c1ccc(C)cc1)S(=O)(=O)c1ccc(SC)cc1	8	3	0	-3	-2	7	10	-1
CC(=O)Nc1cc2c(cc1Cl)-c1ccc(F)cc1C2O (stereo unspecified)	2	.	0	-29	.	.	.	2
Cc1ncc(CO)c(/C=N/N=C/c2ccccc2O)c1O	3	7	10	-2	-9	-178	-13	-11
COC(=O)C1=C(C)N(CC2CCCO2)C(=O)C1 (stereo unspecified)	8	-2	-1	0	-1	2	3	-7
O=C(NC1CC1)C1CCN(C2CCN(C(=O)c3ccc4cccc(F)c4n3)CC2)CC1	-5	-15	5	5	-12	-27	3	8
O=C(COC(=O)c1ccccc1O)Nc1cc([N+](=O)[O-])ccc1Cl	5	-7	-7	7	-2	1	1	8

Quoted from the listing.
Result of CC(OC(=O)CN1C(=O)c2ccccc2C1=O)C(=O)NCc1ccccc1 (stereo unspecified) in CCR6 antag: -7
Result of O=C(NC1CC1)C1CCN(C2CCN(C(=O)c3ccc4cccc(F)c4n3)CC2)CC1 in Jurkat NFkB inh: 3
Result of O=C(COC(=O)c1ccccc1O)Nc1cc([N+](=O)[O-])ccc1Cl in EBI2 antag: 8
Result of COc1ccc(-c2cc(-c3ccccc3)nc3ncnn23)cc1 in 697 NFkB inh: 10

(listing goes on)
SMILES	CCR6 antag	UBC13 polyUb	CXCR6 block	Gli-Sufu block	APJ antag	697 NFkB inh	Jurkat NFkB inh	EBI2 antag
COc1ccccc1NC(=O)C(CC(C)C)NC(=O)C1CCCCC1 (stereo unspecified)	1	23	-10	1	16	20	-15	-6
CCOC(=O)CN1C(=O)N[C@@H](c2ccccc2)[C@@H](C(=O)OC)[C@H]1C	4	-11	5	-11	-62	-7	8	-15
COc1cc(/C=N/NC(=O)CNC(=O)c2ccncc2)ccc1OC(C)=O	-5	-6	-2	-5	4	-15	0	-13
CCOc1ccc(S(=O)(=O)NC(=O)c2ccccc2)cc1	-11	-2	4	-13	14	12	6	0
COc1ccc(NC2CCCN(C(=O)CCN3CCCC3=O)C2)cc1OC (stereo unspecified)	-11	-5	-2	1	-16	1	9	-17
Nc1cc(=O)[nH]c(SCc2cccc(Cl)c2)n1	-24	-7	2	32	-3	-19	-1	-5
c1csc(-c2nc(-c3ccc(-c4ccon4)s3)no2)c1	3	12	-2	-81	7	-268	-141	12
NC(=O)c1ccsc1NC(=O)COC(=O)C1CC2CCCC(C1)C2=O (stereo unspecified)	5	18	-4	0	8	8	-2	-4
S=c1[nH]nc(-c2cccnc2)o1	6	-3	2	0	4	15	5	-6
O=C1CN(O)C=C2N=c3ccccc3=C2N1c1ccc([N+](=O)[O-])cc1	-7	-4	-6	-3	4	15	-1	5
O/N=C/c1ccccc1Oc1ccccc1	-9	6	-5	5	16	18	4	-6
CCC(=O)Nc1cccc2c1C(=O)N(C)C2=O	3	6	-2	9	-4	6	-2	9
O=C(CN1C(=O)C2CCCCC2C1=O)OCn1nnc2ccccc2c1=O (stereo unspecified)	8	6	-1	-10	19	-5	10	-5
CS(=O)(=O)N(CC(=O)N1CCOCC1)Cc1ccc(Cl)cc1	-13	-16	4	0	-3	-1	-5	-10
O=C(COC(=O)/C=C/c1ccc(S(=O)(=O)N2CCc3ccccc32)cc1)NC1CCS(=O)(=O)C1 (stereo unspecified)	1	8	-2	-1	-8	10	-3	7
COc1ccccc1OCCCCCCN1CCOCC1	-3	-2	0	-9	-1	15	0	-1
CCOc1ccc(NC(=O)NCCCSC2CCCCC2)cc1	-1	11	0	0	-1	1	-1	15
Cc1ccc[n+](CC(=O)Nc2c(Cl)cc(Cl)cc2Cl)c1	10	0	-3	7	6	15	-10	-8
O=C(CN(c1ccccc1)S(=O)(=O)c1ccccc1[N+](=O)[O-])N1CCCC1	15	4	-3	5	8	19	-7	-4
CCOC(=O)C1CCN(Cc2ccc(OCc3ccccc3)c(OC)c2)CC1	9	1	2	14	4	8	6	1
CC(Oc1cccc(F)c1)C(=O)/C=C\N(C)C (stereo unspecified)	2	-5	-2	3	-4	12	-2	-9
C=CCOc1c(Cl)cc(CNc2ccc(C)c(Cl)c2)cc1OC	.	0	.	.	3	5	60*	.
CCN(CC)S(=O)(=O)c1ccc(NC(=O)c2cc(-c3ccccc3)nc3ccccc23)cc1	9	6	-1	-14	-20	-18	5	13
O=C(Cc1ccccc1[N+](=O)[O-])NCc1ccc2c(c1)OCO2	4	-4	-2	-47	-7	-85	-39	-1
Cc1ccc(N2CC(C(=O)Nc3nnc(SCC(=O)Nc4nc(C)cs4)s3)CC2=O)cc1 (stereo unspecified)	-11	8	8	0	-2	-2	-5	0
COc1ccccc1NC(=O)c1cc(-c2ccc(OC)c(OC)c2)nc2ccccc12	7	8	4	-2	8	3	18	-9
COCc1cc(=O)[nH]c(SCC(=O)N2CCOCC2)n1	3	1	-7	-5	0	10	11	-3
Cc1ccc(S(=O)(=O)N2CCN(Cc3nc4sc5c(c4c(=O)[nH]3)CCCC5)CC2)cc1	12	-21	8	21	-4	8	5	40
CSCC(=O)NC1CCCc2c1cnn2-c1ccc(C)c(C)c1 (stereo unspecified)	-3	-1	-1	15	-7	-26	-33	-2
CCC(C)[C@@H](NC(=O)OC(C)(C)C)c1nnc(S(=O)(=O)Cc2cccc(C)c2)o1 (stereo partly specified)	38	.	53*	-1	.	.	.	-5
COc1ccc(NC(=O)CSc2nncn2C)cc1OC	4	-11	-9	13	-5	-35	-13	-7
COc1cccc(CN2C(=NC(=O)CCC3CCCC3)SC3CS(=O)(=O)CC32)c1 (stereo unspecified)	-1	-1	0	-2	17	-28	0	2
COC(=O)CCN(C(=O)C1C2CC3CC(C2)CC1C3)c1ccccn1 (stereo unspecified)	9	4	16	1	0	-9	-8	6
O=C(COC(=O)/C=C/c1cccc(Br)c1)NC1CCCC1	10	15	6	-34	-6	15	5	8
CCN(CC)CCNc1nc2c(c(=O)[nH]c(=O)n2C)n1CC(O)COc1ccc(Cl)cc1Cl (stereo unspecified)	-6	7	-2	4	3	13	-11	-15
CC(C)COc1cccc(C(=O)Nc2ccc(S(=O)(=O)N3CCOCC3)cc2)c1	16	1	4	5	5	-38	-14	8
COc1ccc(C(=O)C2CCCN(S(=O)(=O)N(C)C)C2)c(C)c1 (stereo unspecified)	-2	0	2	5	13	-5	-10	-2
Cc1ccc(N2C(=O)C3C4C=CC(CNC(=S)N5CCN(c6ccccc6)CC5)(O4)C3C2=O)cc1 (stereo unspecified)	4	0	1	16	14	2	4	0
Cc1ccc(S(=O)(=O)N2CCCCC2)cc1NC(=O)CSc1ncccn1	-5	5	4	-26	6	3	-1	2
O=C(O)c1ccc2c(=O)n3c(nc2c1)/C(=C/c1ccc(OC(F)F)cc1OC(F)F)CC3	11	-10	-2	21	6	-17	-18	0
Cc1ccccc1Oc1nc2c(c(=O)n(C)c(=O)n2C)n1C	4	4	0	-10	-15	0	-4	-10
CCOc1ccccc1NC(=O)CN(c1ccc(C)cc1)S(=O)(=O)c1c(C)n[nH]c1C	9	16	5	-2	-4	6	5	12
O=C(Cc1c(O)c2ccccc2[nH]c1=O)NCc1ccccc1F	-9	-10	-7	-3	17	9	1	-2
Cc1ccc(C2c3[nH]c4ccccc4c3C[C@H]3C(=O)N(c4ccccc4C(=O)N4CCC[C@@H]4C(=O)O)C(=O)N23)cc1 (stereo partly specified)	1	-15	0	7	-56	5	10	5
COc1ccc(-c2[nH]ncc2CN2CCN(c3ccccn3)CC2)c(OC)c1	15	2	8	-18	-4	7	-1	8
